# PhoP GFP inhibition – PhoP regulon inhibitors, Salmonella typhi PhoP promoter GFP reporter, confirmatory (AID 1850); Salmonella Typhi PhoP-promoter GFP reporter, fluorescence, 4 h; higher % means a stronger effect; 310,000 tested, 0.33% active; inhibition, % at 50 µM, or IC50 in µM where a hit was titrated; in the data active = a potency from the dose series; inconclusive = inhibition mostly from about 25% at the one dose, without a potency; inactive = the rest, 99 in 100 with inhibition below about 19%;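 also: 0% = induced wells with vehicle and 100% = uninduced wells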
# tuberculosis growth – growth inhibition of non-replicating M. tuberculosis (AID 488890) | Mycobacterium tuberculosis non-replicating, growth inhibition; higher % means a stronger effect | one-dose inhibition, % at 25 µM; IC50 in µM for titrated hits | 320,000 tested, 0.39% active; in the data active = a potency from the dose series; inconclusive = inhibition mostly from about 82% at the one dose, without a potency; inactive = the rest, 99 in 100 with inhibition below about 76%;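 also: plate controls were DMSO cells for no effect and high antibiotic wells for full effect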
# H1N1 NS1A inhibition – NS1A inhibition, H1N1 influenza, cell based functional assay (AID 504329); NS1A functional cell-based assay, percent inhibition; higher % means a stronger effect; inhibition, % at 12.5 µM, or IC50 in µM where a hit was titrated; 340,000 tested, 0.3% active; in the data active = a potency from the dose series; inconclusive = inhibition above about 27% without an active follow-up result; also: strong numbers were not always called active
# VEEV TC-83 Vero – inhibitors of VEEV TC-83 cytopathic effect, confirmation, Vero cells (AID 588727) | Vero cells, VEEV TC-83 cytopathic effect inhibition; higher % means a stronger effect | inhibition, % at 20 µM, or IC50 in µM where a hit was titrated | 350,000 tested, 0.13% active; in the data active = a potency from the dose series; inconclusive = inhibition mostly from about 14% at the one dose, without a potency; inactive = the rest, 99 in 100 with inhibition below about 12%; also: strong numbers were not always called active
# H37Rv inhibition – M. tuberculosis growth inhibition, HTS (AID 449762) | M. tuberculosis H37Rv growth inhibition, 7H9 media; higher % means a stronger effect | 330,000 tested, 0.59% active | one-dose inhibition, % at 25 µM; IC50 in µM for titrated hits; in the data active = a potency from the dose series; inconclusive = inhibition above about 70% without an active follow-up result;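 also: bacterial growth assessed after seven days of incubation; strong numbers were not always called active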
# VEEV TC-83 Vero 10K pilot screen – recorded beside VEEV TC-83 Vero, whose call it bears; inhibition, %; measured here: 10K pilot screen inhibition
# * marks the source's active call; other numbers are inactive results; i = inactive; u = inconclusive; x = no result given.
SMILES,PhoP GFP inhibition,tuberculosis growth,H1N1 NS1A inhibition,VEEV TC-83 Vero,H37Rv inhibition,others
CC1CCC(NC(=O)C2CCC(CNS(=O)(=O)c3cccc4cccnc34)CC2)CC1 (stereo not drawn),6.0%,24.2%,-0.3%,1.2%,2.7%,
COc1ccc(NC(=O)c2ccccc2S(=O)c2ccccc2C#N)cc1 (stereo not drawn),-5.8%,2.2%,-1.7%,0.1%,-5.0%,
O=C1c2ccccc2COc2ccc(O)cc21,-14.4%,52.1%,7.7%,0.1%,-3.9%,VEEV TC-83 Vero 10K pilot screen=1.7
O=C(NC(=O)N1CCCC1)c1csnn1,-2.2%,-13.7%,-9.3%,2.0%,-3.1%,
Cc1cc2c(c(N3CCOCC3)n1)C(=O)OC2,-2.6%,-6.7%,2.8%,i,-5.5%,
CCc1nccn1S(=O)(=O)c1cc(OC)ccc1OC,0.2%,-4.8%,-2.0%,i,-1.9%,
Cc1ccc(Cn2nnc3c(=O)n(CC(=O)NCc4ccccc4)cnc32)cc1,-9.2%,-5.2%,13.7%,i,2.3%,
CCCNC(=O)COC(=O)c1ccccc1C(=O)c1ccc(Cl)c([N+](=O)[O-])c1,4.6%,27.7%,0.6%,u,7.9%,
O=C(c1cn(-c2ccccc2)nc1-c1cccs1)N1CCN(c2ccccn2)CC1,8.0%,12.3%,11.0%,6.8%,6.5%,
COc1ccc(C2=Nn3c(nnc3-c3ccccn3)SC2)cc1,-10.3%,42.8%,9.5%,0.4%,62.6%,
Cc1cc(/C=N/NC(=O)C(=O)N2CCCC2)c(C)n1-c1cccc(Br)c1,8.7%,45.6%,2.5%,1.4%,-4.7%,
COc1cc(S(=O)(=O)N2CCN(c3ccccc3)CC2)ccc1Cl,-5.6%,3.7%,-5.7%,0.5%,5.9%,
Cc1cc(C)cc(OCC(=O)Nc2ccc(S(=O)(=O)Nc3ccccn3)cc2)c1,4.2%,11.1%,9.0%,3.7%,-2.5%,
CCCOc1ccc2ccccc2c1/C=N/n1cnnc1,14.0%,7.3%,-11.1%,i,25.7%,
O=c1ccc2cc3ccoc3cc2o1,-9.8%,-6.6%,-1.9%,0.4%,-8.4%,
CCCOc1ccc(Cc2c(O)nc(SC)[nH]c2=O)cc1C,1.4%,34.7%,-5.5%,2.3%,4.5%,
OCC[n+]1ccc(/C=C/c2c[nH]c3ccccc23)cc1,-92.5%,9.1%,-6.9%,2.6%,-7.0%,
CCCNC(=O)N1[C@H]2CC[C@@H]1C(C(=O)OC)=C(c1cc3ccccc3o1)C2,-8.8%,-0.7%,-7.0%,i,0.4%,
O=P(COCCCCCOCP(=O)(c1ccccc1)c1ccccc1)(c1ccccc1)c1ccccc1,-21.8%,5.1%,-3.4%,6.8%,7.4%,
COc1ccc(-c2nnc3sc(-c4cccs4)nn23)cc1OC,-10.1%,-2.6%,15.9%,2.8%,0.9%,

# Among those listed so far, two have an NH in an aromatic ring.
SMILES,PhoP GFP inhibition,tuberculosis growth,H1N1 NS1A inhibition,VEEV TC-83 Vero,H37Rv inhibition,others
CCCOc1ccc(Cc2c(O)nc(SC)[nH]c2=O)cc1C,1.4%,34.7%,-5.5%,2.3%,4.5%,
OCC[n+]1ccc(/C=C/c2c[nH]c3ccccc23)cc1,-92.5%,9.1%,-6.9%,2.6%,-7.0%,

# Looked up one by one from above, four records:
SMILES,PhoP GFP inhibition,tuberculosis growth,H1N1 NS1A inhibition,VEEV TC-83 Vero,H37Rv inhibition,others
CCCOc1ccc(Cc2c(O)nc(SC)[nH]c2=O)cc1C,1.4%,34.7%,-5.5%,2.3%,4.5%,
CCCNC(=O)COC(=O)c1ccccc1C(=O)c1ccc(Cl)c([N+](=O)[O-])c1,4.6%,27.7%,0.6%,u,7.9%,
CC1CCC(NC(=O)C2CCC(CNS(=O)(=O)c3cccc4cccnc34)CC2)CC1 (stereo not drawn),6.0%,24.2%,-0.3%,1.2%,2.7%,
O=c1ccc2cc3ccoc3cc2o1,-9.8%,-6.6%,-1.9%,0.4%,-8.4%,

# Next part.
SMILES,PhoP GFP inhibition,tuberculosis growth,H1N1 NS1A inhibition,VEEV TC-83 Vero,H37Rv inhibition,others
Cc1cc(NC(=O)CCS(=O)(=O)c2ccc(F)cc2)no1,1.4%,-2.3%,-4.1%,1.2%,-5.2%,
O=C(O)/C(=C/c1ccco1)c1ccccc1,-8.4%,15.7%,x,x,3.1%,
CCCN(CCC)CCCNC(=S)Nc1ccc2nc(N3CCCC3)cc(C)c2c1,10.1%,21.7%,10.2%,2.3%,-4.2%,
O=C(CSc1ncc(-c2ccccc2)[nH]1)Nc1ccccc1F,10.7%,76.3%,2.5%,1.5%,0.4%,
CN(C)CC/C=C1\c2ccccc2Sc2cc(F)c(Cl)cc21,26.5µM*,i,23.2%,i,u,
S=C(NCc1cccnc1)Nc1ccc(Oc2ccc(Cl)cc2)cc1,-1.7%,74.0%,-1.3%,0.8%,6.2%,
Cc1cc(NC(=O)Cn2c(=O)n(Cc3ccccc3)c(=O)c3ccccc32)no1,1.8%,2.7%,3.7%,4.7%,-1.6%,
O=C(CCCCCN1C(=O)CCC1=O)Nc1ccc2c(c1)OCCO2,-8.5%,7.8%,-2.1%,0.4%,11.5%,
COc1ccc(-c2noc(=O)n2CC(=O)N2CCC(Cc3ccccc3)CC2)cc1,-6.8%,5.7%,-7.9%,2.8%,-2.1%,
COc1ccc(/C=N/NC(=O)NC23CC4CC(CC(C4)C2)C3)c(OC)c1,-9.4%,x,3.9%,1.8%,u,
CCCn1cc(S(=O)(=O)c2ccccc2)c(=O)c2cc(OC)c(OC)cc21,-3.6%,-7.1%,1.8%,0.7%,-1.2%,
COCc1cc(=O)n2[nH]c(-c3ccsc3-n3c(C)ccc3C)cc2n1,-5.5%,-12.2%,-2.8%,3.3%,2.5%,
COc1ccc(NC(=O)c2cnc(SCC(=O)NCCc3ccccc3)n(C)c2=O)cc1,9.5%,-6.8%,-3.3%,2.3%,-0.2%,
COc1ccccc1N(CC(=O)NCc1ccc(F)cc1)C(=O)CCC(=O)Nc1nccs1,-17.2%,-9.1%,-16.5%,i,4.5%,
COCCCC1CCN(C(=O)CCc2nnc(CCCCc3ccccc3)o2)CC1,-6.9%,62.3%,9.2%,0.1%,u,
CN(CC(=O)NC1CCN(Cc2ccccc2)CC1)S(=O)(=O)c1ccc(Br)s1,-6.7%,1.0%,-10.2%,3.4%,5.8%,
COC(=O)CC/C(O)=C1\C(=O)CC(C)(C)CC1=NCc1nc2ccccc2[nH]1,6.2%,10.7%,-3.2%,i,-15.9%,
Cc1ccc(S(=O)(=O)NC(=O)COc2ccccc2C(N)=O)cc1,-12.1%,7.2%,6.1%,1.9%,-0.9%,
CCCC(c1nnnn1C1CCCC1)N1CCN(c2ccccc2F)CC1 (stereo not drawn),3.8%,27.0%,-4.9%,2.3%,1.5%,
CCOC(=O)c1c(NC(=O)COc2ccccc2OCC)sc2c1CC(C)(C)NC2(C)C,1.9%,77.4%,-3.6%,5.0%,u,
O=C(COC(=O)C1CSC2(c3ccc(F)cc3)CCC(=O)N12)NC(=O)NC1CCCC1 (stereo not drawn),-7.3%,-2.1%,2.5%,1.5%,-3.5%,
CCc1ccccc1NC(=S)N(Cc1ccco1)C(C)c1cccs1 (stereo not drawn),21.8%,4.6%,-14.2%,i,-8.0%,
Cc1cccc(C)c1N(CC(=O)Nc1cccc(N(C)S(C)(=O)=O)c1)S(C)(=O)=O,2.2%,2.1%,6.8%,7.2%,-8.9%,
O=C(O)c1ccc(-n2c(-c3ccccc3)n[nH]c2=S)cc1,-1.4%,6.9%,-0.5%,0.4%,-4.3%,
CCS(=O)(=O)NCCc1csc(-c2ccc(OC)c(OC)c2)n1,-10.5%,-5.1%,-9.2%,2.0%,-9.8%,
O=C(O)CSc1nnc(-c2ccncc2)n1C1CCCCC1,5.2%,-11.2%,-4.8%,1.8%,-2.3%,
CCOC(=O)C1=C(C)C(c2ccc(OC)cc2)NC(=O)N1 (stereo not drawn),-9.2%,-7.8%,-7.7%,0.3%,-0.6%,
CCOC(=O)C1CCN(Cc2cn[nH]c2-c2ccccc2)CC1,7.2%,-7.1%,-17.9%,0.2%,-7.4%,VEEV TC-83 Vero 10K pilot screen=0.4
Cc1ccc(C(=O)Nc2ccccc2-c2ccccc2)cc1S(=O)(=O)Nc1ccccc1,x,56.4%,-3.0%,6.1%,58.9%,
Cc1ccc(OCC(=O)OCc2nc3scc(-c4ccccc4)c3c(=O)[nH]2)cc1C,8.9%,13.0%,-8.5%,2.6%,4.1%,
COC(=O)c1ccc(CNC(=O)c2cc3ccccc3oc2=O)cc1,2.5%,-1.6%,-5.2%,1.6%,27.4%,
CC(C)C(=O)N1CCC2(CC1)Oc1ccc(Cl)cc1C(=O)C21CC(c2cccnc2)=NO1 (stereo not drawn),-7.5%,28.0%,11.2%,i,1.9%,
COc1ccccc1C(=O)NC(=O)COC(=O)C1CCC1,6.6%,0.0%,-11.9%,0.0%,8.8%,
Cc1c(C(=O)N2CCCC(C)C2)sc2ncnc(N3CCCCC3C)c12 (stereo not drawn),-6.3%,35.9%,-3.0%,6.6%,-0.1%,
CC(O)(CS(=O)(=O)c1cccc(C(F)(F)F)c1)C(=O)Nc1ccc(C(F)(F)F)cc1 (stereo not drawn),2.9%,3.8%,3.0%,i,-4.7%,
O=C(CSc1ccc2c(c1)OCCO2)Nc1cccnc1,-6.3%,-2.4%,-0.7%,1.8%,-1.7%,
C(=C\c1ccccc1)/CSc1nnc(-c2cccnc2)o1,-7.2%,u,-4.0%,0.0%,-4.2%,
COc1ccc(NC(=O)CSc2nnc(-c3cccnc3)o2)c(OC)c1,-2.3%,9.1%,-5.2%,0.5%,0.7%,
O=C(NN1C(=O)/C(=C\c2cccnc2)SC1=S)c1ccco1,5.1%,-0.2%,-4.3%,i,2.4%,
O=C(Nc1ccc2ccccc2c1)c1ccc(Br)o1,1.2%,u,8.0%,12.9%,u,
Cc1nc(-c2ccc(NC(=O)Cc3ccccc3)cc2)cs1,2.9%,5.5%,-33.3%,0.6%,8.4%,
O=C(/C(=C(\[O-])c1ccccc1)[n+]1ccc2ccccc2c1)c1ccc([N+](=O)[O-])cc1,-8.5%,-25.6%,4.2%,2.0%,2.2%,
CCc1ccc(-c2cc(C)no2)cc1S(=O)(=O)N1CCOc2ccccc21,-12.2%,11.7%,-4.1%,3.4%,-1.1%,
CCOC(=O)c1c(C)[nH]c(C2=NNC(=Nc3ccc(OCC)cc3)SC2)c1C,-13.7%,57.0%,10.6%,7.1%,12.7%,
Cc1ccc([C@@H]2CC=C(C(=O)O)[C@H](c3cccc(Cl)c3)N2S(=O)(=O)c2ccc(C)cc2)cc1,-6.8%,33.4%,-21.3%,8.2%,0.3%,
COc1cccc(-c2nnc3sc(-c4ccc(C)cc4)nn23)c1,-2.9%,19.8%,x,x,46.9%,
COc1ccc2[nH]c3c(N4CCC(O)(c5cccc(C(F)(F)F)c5)CC4)ncnc3c2c1,11.4%,35.1%,18.6%,4.5%,u,
O=C(O)CC/C(=C\c1ccc(Cl)c([N+](=O)[O-])c1)c1nc2ccccc2s1,6.6%,15.2%,7.0%,0.3%,3.6%,
CCOC(=O)C1CCCN(C(=O)C2CCN(S(=O)(=O)c3cnc[nH]3)CC2)C1 (stereo not drawn),-9.5%,-7.8%,1.7%,0.9%,-9.2%,
CCCCCC(=O)N/N=C/c1ccc(N(C)C)cc1,1.3%,59.4%,-3.4%,1.5%,0.1%,
CC(=O)N1c2ccc(S(=O)(=O)N(C)CC(=O)NC(C)c3ccccc3)cc2CC1C (stereo not drawn),5.6%,5.5%,-0.2%,2.5%,-0.9%,
CCOC(=O)c1c(CSC(=N)N)n(C)c2cc(Br)c(OC(C)=O)cc12,25.9%,29.6%,-14.8%,6.0%,5.4%,
S=C1NCCOCCOCCOCCOCCN1,-3.1%,-8.2%,-4.3%,0.7%,-1.5%,
C#CCOCCOCCOCCNc1nc(N2CCN(C(=O)[C@H](CCCCN)n3cc(CCC(=O)O)nn3)CC2)nc(N2CCN(C(=O)[C@H](CCCCN)n3cc(CC(C)O)nn3)CC2)n1 (stereo partly drawn),-12.8%,2.7%,-19.4%,i,1.3%,
Cc1ccccc1OCC1CN(CN2CCOCC2)C(=O)O1 (stereo not drawn),9.6%,4.3%,5.0%,0.3%,0.4%,
O=C(O)COc1ccccc1/C=N/NC(=O)CSc1nc2ccccc2c(=O)n1-c1ccccc1,-19.4%,14.8%,7.8%,i,-8.4%,

# Screening data (PubChem BioAssay)
